Assay outcomes as filed in PubChem.
Insulin prom up: MIN6 insulin promoter up-regulation; MIN6 insulin promoter-GFP reporter, high-content imaging; active compounds read high; z-score at 5 µM; hit rate 0.3% among 190,000;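 active = z-score above 3 at 5 µM with at least 500 cells counted in the well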
MT stabilize HCS: stabilizes microtubules in HeLa cells; HeLa tubulin immunostaining HCS, 24 h; share of cells brighter than vehicle mean+2SD; % tubulin-high responders, % at 10 µM; hit rate 0.83% among 200,000; AID 2205;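 active = plate Z-score above 3 for both tubulin-high and condensed-nucleus cell shares, with cell loss under 80%, at 10 µM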;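 note: anti alpha tubulin signal scored within the nucleus-defined area of each cell; some results filed as inactive read as strong as hits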
Dynein transport: blocks dynein driven cargo transport along microtubules | 3617.4 mouse cells, GR-EGFP nuclear translocation imaging; test concentration mostly 20 µM; stimulated with dexamethasone, 1 µM; active compounds read low | z-score, hits read low | hit rate 0.47% among 220,000 | AID 1381;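 active = plate z-score of nuclear minus cytoplasmic receptor signal below a set negative limit, without overly bright fluorescence or cell loss, cut at about -3.5 in these data, passing the limit was not always enough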;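 note: z-score of nuclear minus cytoplasmic ring GR-EGFP intensity difference per well; some compounds called inactive have numbers as strong as hits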
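Buffer or medium: tet-free, stripped-serum medium; reagent: dexamethasone at 1.0 µM final, 30 min; incubation: 48 h induction, 1 h compound, 30 min dex at 37 °C; measured by: formaldehyde fixation, Hoechst nuclear stain, 10x automated fluorescence imaging; read-out: nuclear-to-cytoplasmic GR-EGFP distribution per well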
bCat nuc transl: alters nuclear translocation of beta-catenin in HeLa cells; immunofluorescence imaging; nuclear translocation activity, % at 5 µM; hit rate 0.3% among 190,000;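 active = nuclear translocation activity above 50% at 5 µM, with a well cell count of 50 or more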;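 note: per-cell ratio of nuclear to cytoplasmic median beta-catenin stain intensity; plate controls were DMSO negative control for no effect and GSK-3 inhibitor IX positive control for full effect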
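Test system: HeLa cells, endogenous beta-catenin; Compound: single 5 µM dose plus 0.02–20 µM confirmation series; Times: compound exposure 24 h at 37°C; Signal: fluorescence imaging of beta-catenin antibody stain plus DAPI; Read-out: % activation, nuclear-to-cytoplasmic median beta-catenin signal ratio per cell.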
Autophagy HCS: autophagy modulation, high-content screen. hit rate 0.98% among 190,000. calls only at 10 µM (by protocol). MEF GFP-LC3 puncta imaging; test concentration mostly 10 µM;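 active = percentage of spot-positive cells more than 3 SD above its plate mean, without a fluorescence outlier flag or 80% toxicity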;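 note: spot-positive cell cutoff set from DMSO-treated cells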
Yfh1-depleted yeast: mitochondrial function rescue without frataxin homolog – Friedreich's ataxia, plus single-dose screen, dose response (AID 1465). hit rate 0.074% among 220,000. fold induction at 50 µM; hits with a dose series show EC50 in µM. S. cerevisiae Yfh1-off respiration, WST-1 reduction, 72 h; higher fold induction means a stronger effect;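 active = fold induction of absorbance versus untreated yeast above a set limit, then at least 30% activation at any dose in follow-up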;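 note: activators that raise dye reduction in frataxin-depleted yeast; strong numbers were not always called active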
human PMI inhibitors: MPI inhibition at elevated mannose 6-phosphate – biochemical, fluorescence intensity, high mannose 6-phosphate, primary screen (AID 1220) | recombinant PMI enzyme, coupled fluorescence intensity; higher % means a stronger effect | inhibition, % at 20 µM; hits with a dose series show IC50 in µM | hit rate 0.66% among 190,000
WT yeast gro inh: growth inhibition of WT yeast, mitochondrial fusion screen. mitochondrial fusion phenotypic screen, WT strain. inhibition, % at 10 µM. hit rate 2.1% among 190,000. AID 1362; in the data active = inhibition above about 58%; tested in S. cerevisiae
human PMI inhibition: inhibitors of human PMI, primary screen, biochemical, fluorescence intensity, coupled assay (AID 1209); purified PMI enzyme, coupled fluorescence intensity; higher % means a stronger effect; inhibition, % at 20 µM, or IC50 in µM where a hit was titrated; hit rate 0.42% among 190,000;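 note: plate controls were DMSO vehicle for no effect and wells lacking substrate for full effect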
WT yeast gro inh mutant strain: recorded beside WT yeast gro inh, whose call it bears; inhibition, %; mitochondrial fusion phenotypic screen, mutant strain inhibition
Dynein transport cytoplasmic EGFP: recorded beside Dynein transport, whose call it bears; z-score; measured here: cytoplasmic GR-EGFP intensity; active compounds read high
Dynein transport nuclear GR-EGFP: second read-out of Dynein transport, no call of its own (marks repeat the call); z-score; measured here: nuclear GR-EGFP intensity;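 lower value marks the stronger effect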
Dynein transport cell count: further read-out of Dynein transport, marked with its call; z-score; measured here: cell count per field
Insulin prom up cell count: second read-out of Insulin prom up, no call of its own (marks repeat the call); cell count; measured here: cytotoxicity, nuclei count;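 total cells summed across four imaged fields per well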
bCat nuc transl cell count 5 µM: second read-out of bCat nuc transl, no call of its own (marks repeat the call); cell count; measured here: cell count, cytotoxicity flag
MT stabilize HCS Hoechst-high %: recorded beside MT stabilize HCS, whose call it bears; % Hoechst-high responders; measured here: nuclear condensation Hoechst responders;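 share of cells brighter than vehicle mean plus two SD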
MT stabilize HCS cytotoxicity %: further read-out of MT stabilize HCS, marked with its call; toxicity, %; measured here: cytotoxicity by cell density;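 0% = mean cell density of plate MIN control wells and 100% = no cells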
Autophagy HCS cell loss 18 h: recorded beside Autophagy HCS, whose call it bears; toxicity, %; measured here: cell loss, nuclei count;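 cell loss after 18 h compound exposure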
* marks the source's active call; other numbers are inactive results; i = inactive; / = no result given; & = joins results of further samples. Cut-off read from the data, not from the text of the source, unless noted: active = inhibition above about 50%; inactive = the rest.

SMILES | Insulin prom up | Insulin prom up cell count | MT stabilize HCS | MT stabilize HCS Hoechst-high % | MT stabilize HCS cytotoxicity % | Dynein transport | Dynein transport cytoplasmic EGFP | Dynein transport nuclear GR-EGFP | Dynein transport cell count | bCat nuc transl | bCat nuc transl cell count 5 µM | Autophagy HCS | Autophagy HCS cell loss 18 h | Yfh1-depleted yeast | human PMI inhibitors | WT yeast gro inh | WT yeast gro inh mutant strain | human PMI inhibition
O=C(Cn1cnc2c(cnn2-c2ccccc2)c1=O)OCc1ccccc1 | 0.94 | 1401 | 1.9 | 2.2 | 10.1 | -0.233 | -0.147 | -0.107 | 0.664 | -2.9 | 1106 | i | -4.7 | i | -6.0% | / | / | -7.2%
CCOc1ccc(-c2nnc(NC(=O)CCCOc3cccc(C)c3)o2)cc1 | 1.81 | 1396 | 1.5 | 2.9 | 6.9 | -0.687 | -0.193 | -0.176 | 0.575 | -1.2 | 813 | i | -14.6 | i | 5.2% | -7.9 | -56.5 | 2.5%
O=C(O)CSc1nc2ccccc2n1C1CCCCC1 | 0.47 | 1686 | 3.5 | 1.9 | 5.9 | 0.703 | -0.276 | 0.62 | -0.0334 | -0.4 | 911 | i | -10.0 | i | -8.1% | -12.6 | -16.9 | -11.0%
CNC(=O)NC(=O)CSc1nc2ccccc2n1CCOC | 0.43 | 1483 | 2.6 | 1.4 | 4.2 | -0.183 | -0.228 | 0.0153 | 0.66 | -0.7 | 1429 | i | 1.0 | i | -3.5% | -23.0 | -17.0 | -4.4%
C/C(=C\c1ccccc1)C(=O)Nc1cc(C)on1 | 1.32 | 856 | 0.9 | 1.5 | 17.9 | 0.148 | -0.39 | 0.0298 | -0.224 | 1.9 | 1017 | i | 0.3 | i | -8.7% | -16.4 | -2.2 | 3.5%
Cc1cc(C)c(S(=O)(=O)Nc2ccc3c4c(cccc24)CC3)c(C)c1 | -0.05 | 712 | 15.1 | 36.4 | 36.4 | -0.207 | -0.121 | -0.488 | -0.0579 | 0.3 | 1390 | i | 58.1 | i | 22.3% | -4.7 | -6.2 | 24.9%
COc1ccc(CCCc2nnc(SCC(=O)Nc3cc(C)ccc3C)o2)cc1 | 0.64 | 888 | 0.8 | 0.3 | 24.0 | 3.36 | -0.332 | 1.51 | 0.2 | / | / | i | -1.0 | i | 4.3% | 15.0 | 19.6 | 3.2%
C=CCOn1c(=O)c(-c2ccc(OC)cc2)[n+]([O-])c2ccccc21 | -0.12 | 1247 | 4.0 | 2.1 | 0.5 | -0.31 | -0.211 | -0.0909 | -0.103 | -1.7 | 1134 | i | 1.0 | i | 15.2% | 3.6 | 9.9 | 5.0%
O=C(NCCc1ccccc1)C(=O)Nc1ccc2c(c1)OCCO2 | -0.65 | 1243 | 3.8 | 1.2 | 1.6 | 2.88 | 0.129 | 1.77 | -1.56 | -1.7 | 1105 | i | 1.4 | i | -5.9% | -2.3 | 8.1 | -12.0%
CC(NC(=O)c1ccc(OC2CCN(S(=O)(=O)N(C)C)CC2)cc1)C1CC1 (stereo unspecified) | -0.63 | 1426 | 1.3 | 0.8 | 2.2 | 0.125 | -0.345 | -0.539 | 1.09 | 1.8 | 1025 | i | -8.0 | i | -0.2% | 14.5 | 8.2 | 5.1%
Cc1noc(C)c1COC(=O)c1ccc2c(c1)S(=O)(=O)c1ccccc1C2=O | -0.46 | 1571 | 1.6 | 2.3 | 10.0 | -0.273 | -0.168 | 0.0243 | 0.148 | -2.2 | 846 | i | 2.7 | i | -62.2% | -10.2 | -5.3 | -28.7%
CCN(Cc1ccccc1)C(=O)COC(=O)CNC(=O)c1ccc(C)s1 | -0.45 | 1283 | 3.2 | 2.6 | 5.1 | 1.75 | -0.362 | 0.333 | -0.455 | -2.2 | 1093 | i | -4.3 | i | -12.3% | -0.5 | 4.5 | -9.0%
N#CC(=C=[N-])c1nc2ccccc2nc1-[n+]1cccc(NC(=O)c2ccccc2)c1 | 0.07&0.2 | 1333&1333 | / | / | / | 0.438&-0.283 | -0.258&-0.268 | -0.0704&-0.466 | 0.757&1.73 | 0.9&-0.9 | 1284&999 | / | / | i | / | / | / | /
Cc1nn(Cc2ccc([N+](=O)[O-])cc2)c(=O)n1-c1ccc(Cl)cc1 | -0.41 | 1574 | 3.9 | 3.9 | 10.9 | -0.485 | -0.218 | 0.499 | -0.108 | -4.7 | 1105 | i | 8.2 | i | -2.0% | -7.4 | 7.0 | -3.9%
C=CCSc1nnc(CC(OC)OC)n1-c1ccccc1 | 0.59 | 1039 | 1.9 | 0.9 | 3.8 | 0.823 | 0.206 | 0.639 | 0.104 | -1.2 | 1065 | i | -11.1 | i | -7.4% | 2.8 | -24.5 | -11.9%
COCCN1C(=O)c2ccccc2C(C(=O)NCC2CCCO2)C1c1c[nH]c2ccccc12 (stereo unspecified) | -0.01 | 1215 | 4.5 | 1.8 | 5.8 | -0.831 | -0.17 | -0.213 | 0.658 | -6.7 | 951 | i | -8.9 | i | -9.4% | -7.4 | 16.4 | -8.7%
CCN(CC)CCCNC(=O)CSc1nc(-c2ccc(F)cc2)cc(C(F)(F)F)n1 | 1.01 | 1722 | 4.4 | 3.2 | 9.3 | 0.015 | -0.211 | 0.157 | -0.807 | -0.3 | 1537 | i | 0.6 | i | / | -2.8 | 2.3 | /
S=c1[nH]nc(Cc2cccc3ccccc23)n1-c1ccccc1 | 0.58 | 892 | 0.8 | 1.1 | 11.5 | -1.08 | 0.0547 | -0.262 | 0.898 | -1.9 | 1197 | i | 1.2 | i | 12.0% | 9.5 | 14.4 | 15.7%
CN(C(=O)C1CCN(S(=O)(=O)c2cccs2)CC1)C1CCCCC1 | -0.69 | 1261 | 5.9 | 3.0 | 6.7 | -0.722 | -0.293 | -0.188 | 0.512 | -7.4 | 1002 | i | 1.8 | i | 0.0% | 3.2 | -2.7 | -2.2%
Cc1ccc(NC(=O)COC(=O)CCOc2ccccc2C)cc1 | -0.36 | 918 | 2.7 | 1.8 | 21.5 | -0.173 | -0.252 | 0.188 | 0.832 | 1.2 | 1129 | i | 33.5 | i | -3.1% | 25.8 | 12.1 | 5.3%
COc1ccc(OC)c(-c2csc(NC(=O)c3ccc(OCC4CCCO4)cc3)n2)c1 (stereo unspecified) | -4.31 | 609 | 8.6 | 3.4 | 2.7 | -0.843 | -0.229 | -0.42 | 0.0854 | 9.0 | 975 | i | 5.0 | i | 103.7%* | -12.5 | 3.0 | 14.1%
COc1ccc(NCCC#N)cc1 | 1.36 | 838 | 1.7 | 1.2 | 5.9 | -0.29 | -0.255 | -0.0678 | 1.17 | / | / | i | 9.9 | i | 14.4% | 10.2 | -9.7 | 14.8%
CC(=O)CSc1nnc(NC(=O)CCc2ccccc2)s1 | -0.13 | 963 | 1.2 | 1.2 | 7.4 | 0.584 | -0.0761 | 0.651 | 0.724 | / | / | i | -6.1 | i | -0.1% | -14.8 | -7.0 | 5.4%
CC(C)(O)C#Cc1ccc(C(=O)NCc2ccccc2)s1 | / | / | 3.2 | 1.7 | 1.7 | -0.0944 | -0.214 | 0.788 | 0.84 | / | / | i | 13.2 | i | / | / | / | /
Cc1cc(NC(=O)C(C)(C)C)no1 | -0.08 | 1224 | 2.3 | 0.9 | 12.7 | -1.12 | -0.278 | 0.021 | 0.66 | -0.2 | 973 | i | -2.8 | i | 12.2% | -1.2 | 11.5 | 10.6%
CCN(CC)c1ccc(S(=O)(=O)N(CC)CC)cc1NC(=O)C1CCCC1 | 1.25 | 1324 | 3.7 | 2.8 | 5.3 | -0.973 | -0.322 | -0.13 | 0.669 | -2.0 | 1077 | i | 1.6 | i | 7.0% | 13.9 | 15.6 | 6.2%
CS(=O)(=O)n1nc(-c2ccccc2)nc1NCc1ccco1 | / | / | 4.5 | 3.2 | 6.4 | -0.215 | -0.232 | -0.242 | 0.312 | 2.3 | 423 | i | -0.9 | i | -19.3% | -5.3 | -1.7 | -22.6%
COc1ccccc1NC(=O)CSc1nnc(C2CCCCC2)n1-c1ccccc1 | -0.13 | 1120 | / | / | / | -0.371 | -0.748 | -0.373 | 0.225 | 0.2 | 1339 | / | / | i | / | / | / | /
Cc1cc(NC(=O)C2COc3ccccc3O2)no1 (stereo unspecified) | 0.55 | 1456 | 1.0 | 2.6 | 12.5 | 0.0853 | -0.18 | 0.279 | 0.36 | -3.5 | 1044 | i | -4.5 | i | 9.0% | -20.7 | 3.0 | 8.6%
CCC(=O)c1cc2c(C)cc(=O)oc2c(C)c1OC(C)=O | -0.05 | 1424 | 6.9 | 2.7 | 1.0 | -0.785 | -0.305 | -0.768 | 0.805 | / | / | i | -9.6 | i | 4.6% | 5.7 | 10.3 | -2.8%

Three entries already listed, arranged by their value in human PMI inhibition, smallest number first:
Structure	human PMI inhibition
O=C(NCCc1ccccc1)C(=O)Nc1ccc2c(c1)OCCO2	-12.0%
Cc1nn(Cc2ccc([N+](=O)[O-])cc2)c(=O)n1-c1ccc(Cl)cc1	-3.9%
CC(NC(=O)c1ccc(OC2CCN(S(=O)(=O)N(C)C)CC2)cc1)C1CC1 (stereo unspecified)	5.1%
